esBAF inh: Bmi1 luciferase reporter increase in mESCs, primary screen, esBAF inhibitor project, mouse ES cells, Bmi1 luciferase knock-in, single point; 24 h; 100% = twice the neutral-well signal; reporter increase, % at 12.5 µM; actives 2% (n = 350,000); AID 602393, 2012; in the data active = activation above about 40%;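 note: 0% = median of the plate's neutral control wells and 100% = double that signal; a rise in the Bmi1 reporter signal indicates esBAF inhibition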
RAD54 inh: inhibitors of human RAD54 branch migration, primary screen, biochemical, fluorescence, single point. DNA repair and recombination protein RAD54-like (Homo sapiens), Q92698. RAD54 Holliday junction branch migration, FAM/BHQ fluorescence. inhibition, % at 10.4 µM. actives 0.14% (n = 360,000);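 active = mean normalized replicate activity at least 40 and at least half of replicates scoring 40 or more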;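 note: 0% = median of neutral control wells and 100% = median of positive control wells; inhibitors cause a drop in the FAM fluorescence signal; in these data hits start at about 50%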
Target sequence (Q92698 whole entry, looked up): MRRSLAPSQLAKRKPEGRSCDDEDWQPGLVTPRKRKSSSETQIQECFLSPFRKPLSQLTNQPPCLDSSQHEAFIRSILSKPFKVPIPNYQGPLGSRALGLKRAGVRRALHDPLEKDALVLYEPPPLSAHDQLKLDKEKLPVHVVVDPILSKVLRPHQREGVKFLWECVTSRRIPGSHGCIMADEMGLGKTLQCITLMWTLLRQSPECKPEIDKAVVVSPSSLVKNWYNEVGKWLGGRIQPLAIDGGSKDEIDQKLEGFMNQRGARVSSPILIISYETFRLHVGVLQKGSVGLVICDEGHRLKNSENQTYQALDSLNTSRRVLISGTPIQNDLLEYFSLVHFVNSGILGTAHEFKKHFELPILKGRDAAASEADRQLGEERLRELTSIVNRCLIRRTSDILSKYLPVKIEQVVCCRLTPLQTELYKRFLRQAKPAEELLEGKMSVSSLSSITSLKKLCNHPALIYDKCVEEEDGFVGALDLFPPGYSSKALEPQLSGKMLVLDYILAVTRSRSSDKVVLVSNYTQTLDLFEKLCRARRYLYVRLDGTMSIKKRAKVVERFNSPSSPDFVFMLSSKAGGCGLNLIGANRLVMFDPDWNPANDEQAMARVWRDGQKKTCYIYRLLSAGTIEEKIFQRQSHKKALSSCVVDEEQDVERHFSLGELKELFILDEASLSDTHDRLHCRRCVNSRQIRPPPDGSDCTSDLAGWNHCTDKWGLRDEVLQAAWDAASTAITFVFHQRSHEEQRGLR
Numbers without * were called inactive. Only part of the results is shown; the hit share may differ from the screen's.

A first look (3 entries):
SMILES | esBAF inh | RAD54 inh
CN(C)CCOc1ccccc1-c1ccccc1 | -10 | -5
CCN(CC)S(=O)(=O)c1ccc(NS(=O)(=O)c2ccc(F)cc2)cc1 | -1 | 4
Cc1nn(-c2ccc(Cl)c(Cl)c2)c(=O)c2ccccc12 | 27 | -3

Results, previewed entries included:
SMILES | esBAF inh | RAD54 inh
CN(C)CCOc1ccccc1-c1ccccc1 | -10 | -5
CCN(CC)S(=O)(=O)c1ccc(NS(=O)(=O)c2ccc(F)cc2)cc1 | -1 | 4
Cc1nn(-c2ccc(Cl)c(Cl)c2)c(=O)c2ccccc12 | 27 | -3
O=C(CSc1nnc(Cn2nnc3ccccc32)o1)N(Cc1ccc(F)cc1)c1ccccc1 | -3 | 0
O=C(CCN1C(=O)C2C3C=CC(C3)C2C1=O)Nc1ccccc1F (centres undefined) | -9 | 14
COc1cccc(-n2nnc3c(=O)n(Cc4ccccc4F)cnc32)c1 | -9 | -5
O=C(CN1CCc2ccccc2C1)N1CCN(S(=O)(=O)c2ccccc2)CC1 | 7 | 0
O=[N+]([O-])c1ccc(N=Nc2ccc(O)c3ccccc23)cc1 | 11 | 1
Cc1ccsc1C(=O)OCC(=O)N1CC(=O)Nc2ccccc21 | -6 | 5
COCc1nnc(N)s1 | -3 | -5
O=C(Nc1ccc(Cl)c(C(F)(F)F)c1)c1ccco1 | 30 | 4
O=C(NCCc1nc2ccccc2[nH]1)c1ccco1 | -3 | -12
Cc1c(C(=O)NCCSCc2ccccc2Cl)cccc1[N+](=O)[O-] | 4 | 3
Cc1oc(C(C)(C)C)cc1C(=O)Nc1cccc(/C=C/C(=O)O)c1 | 24 | 5
COc1ccc(OC)c(S(=O)(=O)N2CCC(C(=O)NCCc3ccc(OC)c(OC)c3)CC2)c1 | 2 | -1
CCOc1ccc(C2C(C(=O)c3ccc(C)o3)=C(O)C(=O)N2CCN2CCOCC2)cc1OC (centres undefined) | 6 | 5
O=C1CC(/C=C/c2ccco2)=Nc2ccccc2N1 | 8 | -10
COCCCNC(=O)C1CC(=O)N(CCc2ccc(OC)c(OC)c2)C1 (centres undefined) | -7 | 12
O=C(/C=C/c1ccc(Cl)cc1)NCCCn1ccnc1 | 6 | 7
CCOc1ccc(C(=O)C2CCN(C(=O)c3ccccc3C(=O)O)CC2)cc1 | -2 | -3
Cc1cc(C)n(C(=O)COc2ccc(Cl)cc2Cl)n1 | -6 | -4
COC(=O)c1ccc(NC(=S)NCCc2cccc(C)c2)cc1 | -11 | -6
Cc1ccc(NC(=O)C2CC(=O)NC(Nc3cccc(C)c3)=N2)cc1 (centres undefined) | -6 | 2
CCOc1ccc(-c2nnc(-c3ccncc3)o2)cc1 | 7 | -7
CC(C)(C)OC(=O)N1CCC(c2c(C(=O)O)cnn2-c2ccc(Cl)cc2)CC1 | 3 | 0

Four consecutive entries from above, quoted:
SMILES | esBAF inh | RAD54 inh
CN(C)CCOc1ccccc1-c1ccccc1 | -10 | -5
CCN(CC)S(=O)(=O)c1ccc(NS(=O)(=O)c2ccc(F)cc2)cc1 | -1 | 4
Cc1nn(-c2ccc(Cl)c(Cl)c2)c(=O)c2ccccc12 | 27 | -3
O=C(CSc1nnc(Cn2nnc3ccccc32)o1)N(Cc1ccc(F)cc1)c1ccccc1 | -3 | 0

(continued)
SMILES | esBAF inh | RAD54 inh
CCCSc1nnc(-c2ccccc2N)c(=O)[nH]1 | 22 | 5
O=C(O)C1C2C=CC(C2)C1C(=O)NCCc1cccc(Cl)c1 (centres undefined) | 5 | -9
Cc1ccc(C)c(N(CC(=O)NCc2ccco2)C(=O)CCC(=O)Nc2ccccn2)c1 | 7 | 4
C=C(C)c1cccc(C(C)(C)NC(=O)N2CCN(C/C=C/c3ccccc3)CC2)c1 | 1 | 13
O=c1ccc(Oc2nc(N3CCOCC3)nc(N3CCOCC3)n2)nn1-c1ccccc1 | -7 | -9
O=S(=O)(c1ccccc1)c1nc(-c2ccco2)oc1NCc1cccnc1 | 18 | -3
COC(=O)c1ccc(NCCc2csc(-c3ccc(C)cc3)n2)c([N+](=O)[O-])c1 | -6 | 11
Cc1ccc(-n2c(SCC(N)=O)nnc2-c2cccnc2)c(C)c1 | -3 | 5
CCOC(=O)C1=C(C)N=C2SC(C)C(=O)N2C1c1ccc(OCC)c(OCC)c1 (centres undefined) | -3 | 7
CN(C)/C=C(\C#N)C(=O)Nc1ccc(F)cc1 | 39 | -3
CCN(CC)C(=O)CSc1nnc(-c2ccncc2)n1N | -13 | -5
CC1CN(C)C(c2ccccc2)C(C)C12NC(=O)NC2=O (centres undefined) | 1 | 1
COc1cc(CNC2CCC(C)C2)cc(OC)c1 (centres undefined) | -13 | 15
Cc1ccc(S(=O)(=O)/N=C(\N)Nc2nc(C)c3cc(C)c(C)cc3n2)cc1 | -2 | 20
O=C(CCS(=O)(=O)c1ccccc1)NC12CC3CC(CC(C3)C1)C2 | 36 | -3
O=C(Cc1cccs1)Nc1ccccn1 | -21 | -3
Cc1nnc(SCC(=O)NC2CCCC2)s1 | 0 | -6
O=C(O)C1C2CCC(C2)C1C(=O)Nc1nc2ccccc2s1 (centres undefined) | 7 | -6
O=Cc1c(Sc2ccccn2)nc2ccccn2c1=O | -1 | 5
CC(C)c1c(O)nc(SCCC(=O)O)[nH]c1=O | 1 | -3
COc1cc(CN(C(=O)c2ccco2)c2ccc(C)cc2)ccc1O | 0 | 1
Cc1ccccc1NC1=NS(=O)(=O)c2ccccc21 | -3 | 0
Cc1cc(Cl)c(OCCCNCc2ccccc2)c(Br)c1 | -7 | 7
CCCCCn1c(SCC#N)nc2cc(C(=O)NCC3CCCO3)ccc2c1=O (centres undefined) | 6 | 1
O=c1c(C(c2c(O)nc3n(c2=O)CCS3)c2cccc3ccccc23)c(O)nc2n1CCS2 | -6 | 54*
Additional entries
SMILES | esBAF inh | RAD54 inh
O=C(OCC(=O)c1ccco1)c1ccc2ncsc2c1 | 22 | 5
COc1cccc(C2=NOC(C(=O)NCCN3CCOCC3)C2)c1 (centres undefined) | -3 | 4
Cc1cccc(-c2nnc(NC(=O)c3ccc(Cl)cc3)o2)c1 | -2 | 6
CCOC(=O)C1CCN(C(=O)c2ccc(N(C)S(C)(=O)=O)cc2)CC1 | 7 | 2
Cc1c(NC(=O)Cn2nc(C(F)(F)F)c3c2CCCC3)c(=O)n(-c2ccccc2)n1C | -5 | -4
O=C(Nc1nccs1)C1C2CC3OC(=O)C1C3C2 (centres undefined) | -7 | 7
CCCn1c(/C=C/c2ccccc2)nc2ccccc21 | 18 | 3
CC(=O)N(Cc1cc(=O)[nH]c2ccccc12)c1cccc(C)c1 | -1 | 1
CC(=O)c1c(C)[nH]c(C(=O)NCc2ccccc2Cl)c1C | 9 | 3
COc1cc(NC(=O)C2CCCN(c3ncccn3)C2)cc(OC)c1 (centres undefined) | 1 | -7
CC(C(=O)O)n1nc2ccccc2n1 (centres undefined) | -10 | -10
CCn1c(CSc2nc3ccccc3[nH]2)nc2cc(C(=O)O)ccc21 | -7 | -7
CN1CCN(C(=O)c2cc3sccc3n2CC(=O)c2ccccc2)CC1 | 4 | 6
Nc1nc(SCC(=O)N2N=C3/C(=C/c4ccco4)CCCC3C2c2ccco2)n[nH]1 (centres undefined) | -2 | 0
CC(C)Cc1[nH]c(=O)c(C#N)c2c1COC(C)(C)C2 | -2 | 4
CCN(C(C)=O)c1nnc(CSc2nc3ccccc3s2)s1 | 14 | -12
Fc1ccc(C(c2nnnn2Cc2cccs2)N2CCN(C3CCCC3)CC2)cc1 (centres undefined) | -8 | 5
O=C(CN(Cc1ccco1)S(=O)(=O)c1ccccc1)N/N=C/c1cccc(O)c1 | -3 | -9
COc1ccc(CCNC(=O)c2cc(-c3ccccc3O)n[nH]2)cc1OC | 3 | 5
O=C(Nc1ccc(OC(F)F)cc1)Nc1cccc(C(F)(F)F)c1 | -4 | -9
CCOC(=O)Cc1[nH]nc2c1C(c1cccc(OC)c1OC)C(C#N)=C(N)O2 (centres undefined) | -2 | 8
Cc1ccc(S(=O)(=O)N(C)CCCC(=O)N2CCOCC2)cc1 | -3 | -9
Cc1cc(C)n(Cc2ccc(NC(=O)c3ccc(COc4ccccc4Br)cc3)cc2)n1 | 8 | 0
CCOc1ccc(NC(=O)CSc2nnc(C(C)C)n2CC)cc1 | -5 | 4
O=C(CSc1nnc(-c2ccncc2)n1CC1CCCO1)Nc1cccc(O)c1 (centres undefined) | -13 | -7
Later entries.
SMILES | esBAF inh | RAD54 inh
COC(=O)c1cc(=O)n2c(-c3ccccc3)csc2n1 | 0 | -2
CN(C)c1ccc(-c2noc(C3CCN(S(=O)(=O)c4ccc(C(=O)O)cc4)CC3)n2)cc1 | -6 | -2
COc1ccc(OC)c(C(c2nnnn2CCc2ccccc2)N2CCC(C(N)=O)CC2)c1 (centres undefined) | 0 | -8
CCS(=O)(=O)N1CCCC(C(=O)NC2CCCCC2C)C1 (centres undefined) | 5 | 3
C(=N\N1CCN(Cc2cccc3ccccc23)CC1)/c1ccco1 | 16 | -4
O=C(NCC1CCCO1)C(C(=O)c1ccccc1)n1ccccc1=O (centres undefined) | -8 | 10
Oc1ccc(N=Nc2nccs2)c(O)c1 | -16 | -7
C#CCOC(=O)Nc1ccc(=O)n(Cc2c(Cl)cccc2Cl)c1 | -8 | 9
COc1cc(CN2CCC(C(=O)NC3CCCC3)CC2)ccc1O | 11 | -11
N#Cc1nc(-c2ccco2)oc1N1CCOCC1 | -11 | 0
CCC(=O)Nc1ccccc1C(=O)OCc1ccc(C(=O)c2ccccc2)cc1 | 15 | 1
COC(=O)C(C)N(C#N)c1nc(C)cc(C)n1 (centres undefined) | 0 | -4
CCOC(=O)CC1=CC(=O)Nc2ccccc2N1 | -9 | -8
CC(C)COC(=O)n1ccc(C(=O)N2CCCCC2)n1 | 3 | -13
COc1ccc2oc(C(=O)C3CC3)c(N)c2c1 | 67* | 5
Cc1cc(N2C(=O)C3C4c5ccccc5C(c5ccccc54)C3C2=O)no1 (centres undefined) | -7 | 11
O=C(O)COc1ccc2c(-c3ccccc3)cc(=O)oc2c1 | 20 | -4
O=C(CSc1nnc(C23CC4CC(CC(C4)C2)C3)o1)Nc1ccc(N2CCOCC2)c(Cl)c1 | -6 | -7
O=C(CS(=O)(=O)Cc1ccccc1)Nc1ccc(S(=O)(=O)N2CCCCCC2)cc1 | -3 | -3
Cc1cccc(NC(=O)c2oc3ccc(S(=O)(=O)N4CCOCC4)cc3c2C)c1C | 5 | 7
Cc1ccccc1-n1cnc2cc(NCc3cccs3)ccc21 | -1 | -8
Cc1cccc(NC(=S)NC(=O)C2CC2)c1 | 22 | 3
CCS(=O)(=O)N1CCC(NC(C)=O)(c2ccccc2)CC1 | 2 | -10
O=C(OC1CCOC1=O)c1ccc2ccccc2n1 (centres undefined) | 3 | -8
O=S(=O)(c1ccc(Cl)cc1)N1CCN(C2CCCCCC2)CC1 | -7 | 6

Sorted by count of non-hydrogen atoms (low to high): three of the compounds above.
SMILES | esBAF inh | RAD54 inh
COC(=O)C(C)N(C#N)c1nc(C)cc(C)n1 (centres undefined) | 0 | -4
O=[N+]([O-])c1ccc(N=Nc2ccc(O)c3ccccc23)cc1 | 11 | 1
Nc1nc(SCC(=O)N2N=C3/C(=C/c4ccco4)CCCC3C2c2ccco2)n[nH]1 (centres undefined) | -2 | 0

(listing goes on)
SMILES | esBAF inh | RAD54 inh
Cn1cnnc1SCC(=O)N1CCc2ccccc21 | 1 | -9
CCCCCCCOC1(c2ccccc2)OC(=O)c2ccccc21 (centres undefined) | -13 | 0
COCC(=O)Nc1ccc(Br)cc1 | 9 | -4
COc1ccc(-c2cc(C(=O)N3CCN(C(c4ccccc4)c4ccccc4)CC3)no2)cc1OC | 2 | 7
CCC(CC)C(=O)Nc1nnc(-c2cccs2)s1 | 17 | 8
Cc1ccc(CNC(=O)CSc2nnnn2C)cc1 | 5 | 3
COc1cc(C)nc(N2CCC(C(N)=O)CC2)n1 | -1 | 1
Cc1ccc(CNC(=O)c2ccc(C#CC(C)(C)O)s2)cc1 | 4 | -9
CN(CCOC(=O)c1ccc2c(c1)OCCO2)C(C)(C)C | 7 | 2
CC1(C)CC(=O)C(CCCN2C(=O)c3ccccc3C2=O)C(=O)C1 | 0 | -6
CCN1CCCC1CNC(=O)COc1cc(=O)n(C)c2ccccc12 (centres undefined) | -1 | 13
CCOC(=O)c1sc(NC(=O)C(CC)OC(=O)C(CC(C)C)NC(=O)c2ccccc2)nc1C (centres undefined) | 3 | 4
C/C=C(\C)CN1CCN(c2ccccc2)CC1 | 0 | 10
CN1CCN(C(=O)c2ccc(OCCOc3ccccc3)cc2)CC1 | 4 | 6
O=C(COC(=O)CCC1CCCC1)Nc1ccc(Cl)cn1 | -9 | 5
COc1ccccc1-c1sc2cc3c(cc2c1-c1ccc(OCCN2CCOCC2)cc1)OCO3 | 3 | 0
O=C(Nc1nccs1)c1ccc(Br)c(S(=O)(=O)N2CCOCC2)c1 | 0 | -3
CCOC(=O)Cc1csc(NC(=O)c2ccc(NC(C)=O)cc2)n1 | 5 | -8
CC(C)CC(=O)Nc1sc2c(c1C#N)CC(C)(C)NC2(C)C | -1 | 3
O=C(CN1C(=O)C2CC=CCC2C1=O)Nc1nnc(SCc2ccc(Cl)cc2)s1 (centres undefined) | -10 | -6
Nc1ccc(C(=O)N/N=C2\CCCc3c2[nH]c2ccccc32)cc1 | 36 | 4
C=CCn1sc(N)c(C(=O)OCC)c1=S | -4 | -6
Fc1ccccc1/C=N/n1cnnc1 | 0 | -4
Cc1ccc(NC(=O)COC(=O)CN2C(=O)COc3ccccc32)cc1 | -4 | 4

Profiles, quoted from the list. Values in the order: esBAF inh, RAD54 inh
`CC(C)(C)OC(=O)N1CCC(c2c(C(=O)O)cnn2-c2ccc(Cl)cc2)CC1` in the list: 3, 0
`CC(C(=O)O)n1nc2ccccc2n1` (centres undefined) in the list: -10, -10
`O=C(O)C1C2CCC(C2)C1C(=O)Nc1nc2ccccc2s1` (centres undefined) in the list: 7, -6
